V-ATPase pHluor – yeast V-ATPase proton transport regulation by pHLuorin; S. cerevisiae, pHLuorin cytosolic pH fluorescence; response, % at 10 µM; 0.37% of 350,000 active; AID 504577; in the data active = response mostly above about 7.3%, no sharp cut-off; inactive = mostly below about 5.4%; also: actives read high; inactives centre near 0; some compounds called inactive have numbers as strong as hits; reference of the scale not given here
HTR5A ag ctr – HTR5A agonism, opioid heterodimer counter-screen | P47898 | HTR5A agonist assay, luminescence, cell-based | activation, % at 9.3 µM | 0.61% of 340,000 active | AID 504692; in the data active = activation mostly above about 9.5%, no sharp cut-off; inactive = mostly below about 7.6%;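 also: 0% = cells with vehicle only and 100% = reference agonist; strong numbers were not always called active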
Target sequence (P47898 whole entry, looked up): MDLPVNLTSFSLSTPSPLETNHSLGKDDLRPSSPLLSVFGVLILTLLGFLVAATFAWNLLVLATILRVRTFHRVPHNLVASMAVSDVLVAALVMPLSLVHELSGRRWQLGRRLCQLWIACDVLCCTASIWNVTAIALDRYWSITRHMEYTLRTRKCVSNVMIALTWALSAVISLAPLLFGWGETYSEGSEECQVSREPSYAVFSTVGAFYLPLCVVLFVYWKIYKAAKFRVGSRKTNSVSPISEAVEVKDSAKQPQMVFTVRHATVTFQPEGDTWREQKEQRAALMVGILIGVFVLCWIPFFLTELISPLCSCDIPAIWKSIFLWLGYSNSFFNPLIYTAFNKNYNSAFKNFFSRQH
Arrestin-AP2 inh – inhibitors of human beta-arrestin and AP2 interaction | FITC-arrestin peptide / GST-AP2 beads, flow cytometry; AP2 beta2 appendage carries R879A mutation | inhibition, % at 10 µM | 0.31% of 340,000 active | AID 504490;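 active = inhibition above a set limit, near 3 SD of compounds lacking own fluorescence, cut at about 54% in these data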;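 also: plate controls were DMSO wells for no effect and 5 µM unlabelled arrestin peptide for full effect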
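test system = AP2 appendage R879A on GSH beads | buffer or medium = PBS plus Tween 20 (0.05%) and BSA (0.1%) | incubation = 12 min plus 1 h, RT | detection = bead flow cytometry, FITC channel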
PKA-R2B act – PKA-R2B complex activation; P22694+P31323; activation, % at 11.4 µM; 0.079% of 340,000 active; PKA-R2B holoenzyme dissociation, Cy5-IP20 fluorescence polarization; R2B truncated from residue 108, S112A mutant; 0% DMSO only, 100% 113 µM cGMP; AID 504700;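 active = activation above a cutoff set at the mean over all compounds plus 3 SD, cut at about 18% in these data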;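 also: higher means more holoenzyme dissociation and a rise in polarization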
Target sequence (P31323 whole entry, looked up, other chains not shown, the tested form may be a part): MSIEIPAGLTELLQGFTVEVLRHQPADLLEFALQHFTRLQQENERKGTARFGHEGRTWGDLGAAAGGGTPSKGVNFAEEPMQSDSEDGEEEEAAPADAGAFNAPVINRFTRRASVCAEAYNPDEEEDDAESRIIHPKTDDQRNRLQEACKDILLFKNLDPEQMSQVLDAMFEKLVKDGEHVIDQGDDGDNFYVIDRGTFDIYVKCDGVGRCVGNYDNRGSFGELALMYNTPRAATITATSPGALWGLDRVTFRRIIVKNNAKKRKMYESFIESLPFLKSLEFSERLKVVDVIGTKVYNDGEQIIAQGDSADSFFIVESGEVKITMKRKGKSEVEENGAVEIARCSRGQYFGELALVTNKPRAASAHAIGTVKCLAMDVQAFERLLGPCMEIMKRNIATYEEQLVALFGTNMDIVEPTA
Pemphigus Ab inh – human desmoglein-3 autoantibody binding inhibition; DSG3-coupled beads, scFv-anti-DSG3-GFP binding, flow cytometry; stronger effect = lower value; binding (percent of control), % at 10 µM; 0.48% of 310,000 active; AID 588358;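 active = binding more than 3 SD below its plate's average and above zero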;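 also: hits lower antibody fragment binding to DSG3; some compounds called inactive have numbers as strong as hits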
OPRM1-OPRD1 ag – OPRM1-OPRD1 heterodimerization agonism; P35372+P41143; 0.3% of 340,000 active; activation, % at 9.3 µM; cells, luminescence; in the data active = activation above about 18%;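 also: 0% = vehicle-treated cells and 100% = reference agonist; values of inactives mirror those of a sister screen read the other way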
PKA-R1A act – activates the PKA-R1A holoenzyme complex | activation, % at 11.4 µM | P00514+P68181 | PKA-R1A dissociation, Cy5-IP20 fluorescence polarization; scaled: DMSO 0%, 113 µM cGMP 100% | 0.083% of 340,000 active | AID 504707;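 active = percent activation above the mean of all tested compounds plus 3 SD, cut at about 19% in these data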;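 also: higher means more PKAc released from R1A so a rise in polarization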
DAGLB inhibitor – blocks human DAGLB lipase activity; Q8NCG7; HEK293T DAGLB membrane lysate, EnzChek fluorogenic substrate; inhibition, % at 5.17 µM; 0.059% of 340,000 active; AID 504411; in the data active = inhibition above about 34%;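 also: 0% = enzyme with vehicle and 100% = wells lacking enzyme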
MOR-DOR inv ag – mu-delta opioid heterodimer inverse agonism; P35372+P41143; cell-based MOR-DOR heterodimer luminescence; inhibition, % at 9.3 µM; 0.21% of 340,000 active; in the data active = inhibition above about 22%, passing the limit was not always enough;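 also: 0% = cells with DMSO and 100% = wells without cells with DMSO; values of inactives mirror those of a sister screen read the other way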
HTR5A inv ag – inverse agonist of human HTR5A in OPRM1-OPRD1 counter-screen. P47898. HTR5A cell line, luminescence, inverse agonism. inhibition, % at 9.3 µM. 0.083% of 340,000 active. AID 504634; in the data active = inhibition mostly above about 23%, no sharp cut-off; inactive = mostly below about 18%;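 also: 0% = cells with DMSO and 100% = no-cell wells with DMSO; some compounds called inactive have numbers as strong as hits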
* hit, by the source's call; / = not tested or not shown.

SMILES	V-ATPase pHluor	HTR5A ag ctr	Arrestin-AP2 inh	PKA-R2B act	Pemphigus Ab inh	OPRM1-OPRD1 ag	PKA-R1A act	DAGLB inhibitor	MOR-DOR inv ag	HTR5A inv ag
CCCc1nc2nc(C)c(NS(=O)(=O)c3ccc(F)cc3)c(=O)n2[nH]1	3	2	0	-8	109	2.2	-4	2	-15	8
Cc1cccn2c(=O)c3cc(C(=O)N4COCC4(C)C)n(Cc4ccccc4)c3nc12	-5	0	6	-2	93	-0.7	-5	2	3	23
CCCN(CCC)CCCOC(=O)c1ccc(Cl)cc1Cl	1	1	-11	-9	90	-1.4	-3	0	7	-3
Cc1cc(NC(=O)c2ccc(NC(=O)C3CC3)cc2)no1	-5	1	-20	-8	122	1.0	-11	3	-5	12
COc1ccc(-c2c(C)oc3c(CN4CCCCC4C)c(O)ccc3c2=O)cc1 (configuration not stated)	-2	-2	1	-6	84	-5.2	3	-1	24	5
NC(=O)c1c(NC(=O)Cn2nc(C(=O)O)c3ccccc3c2=O)sc2c1CCCC2	0	-1	4	-6	99	3.7	-3	1	-19	-13
Cc1ccnc(NS(=O)(=O)c2ccc(NC(=O)c3cc(=O)c4ccccc4o3)cc2)n1	0	-1	-4	-16	108	-2.5	6	2	13	3
CCN(CC)c1ccc(/C=N/NC(=O)c2nnn(-c3nonc3N)c2-c2ccc(C)cc2)cc1	-9	-2	27	-3	96	-0.2	6	6	1	7
CCN1CCN(C2=C(NS(=O)(=O)c3ccc(Br)cc3)C(=O)c3ccccc3C2=O)CC1	1	2	-12	-4	112	6.4	-2	6	-32	-6
CON(C)S(=O)(=O)c1cccc(C(=O)NC2CCSc3ccccc32)c1 (configuration not stated)	0	13	-6	-18	105	-2.9	8	-2	16	-34
CCOc1cc(C(=S)N2CCOCC2)ccc1OC(=O)/C=C/c1ccc(OC)c(OC)c1	-7	3	-1	-2	98	-1.3	-8	-1	7	-5
CCOc1ccc(OCCSc2ccc(S(=O)(=O)N3CCN(C)CC3)cn2)cc1	0	1	-18	0	102	1.2	4	-4	-5	-7
COc1ccc(OC)c(S(=O)(=O)Nc2cccc(F)c2)c1	-2	-2	18	-9	103	-1.6	-1	-1	9	-25
Cn1c(=O)c2c(nc(CN3CCN(C(=O)c4ccco4)CC3)n2CCCc2ccccc2)n(C)c1=O	-1	-4	11	-4	93	-3.4	-8	-2	20	12
Cc1cc2c3ccccc3[nH]c(=O)n2n1	1	/	/	-8	107	/	-11	0	/	/
COc1ccc(NC(=O)COC(=O)CCNS(=O)(=O)c2ccccc2)cc1OC	-2	-2	24	4	96	1.3	8	1	-7	-18
CC(C)CCNC(=O)CCc1nnc2n(CCCOC(C)C)c(=O)c3ccccc3n12	5	-2	-2	-1	/	-1.7	-11	0	8	7
CCCNC(=O)c1cn(CC)c2cc(N3CCN(C(=O)c4ccco4)CC3)c(F)cc2c1=O	1	1	30	-5	/	0.5	-6	3	-3	-15
Oc1ccc2ccccc2c1C=NCc1cn2ccsc2n1	0	4	10	4	108	10	-12	2	-61	-1
COC(=O)CCCC1=CC2=CC(=O)C(C)(OC(=O)c3cccs3)C(=O)C2=CN1CCCOC(C)C (configuration not stated)	-2	-6	13	-2	98	3.8	-8	2	-21	-11
CCn1c(SCC(=O)Nc2ccc(OC)c(OC)c2)nnc1-c1cnccn1	0	3	-3	-2	107	-3.0	9	3	15	14
O=C(NCc1ccncc1)C1CCCCC1	-3	7	29	0	/	-1.4	1	-3	8	-20
CCOC(=O)CC1CCCCN1C(=O)c1ccc2oc(CCc3ccccc3)nc2c1 (configuration not stated)	2	1	-5	0	/	3.6	-8	-1	-18	7
O=C(NCCc1ccc(Cl)cc1)C1COc2ccccc2O1 (configuration not stated)	-1	-2	-6	5	124	1.4	-3	-4	-9	-1
O=C(Cn1nnc2ccccc2c1=O)N[C@@H](Cc1ccccc1)C(=O)O	-2	3	11	-1	104	-1.0	-2	-1	6	-7
NS(=O)(=O)c1ccc(NC(=S)NC2CCCCC2)cc1	-3	0	4	-16	102	-2.7	10	0	14	-4
CCCCn1c(-c2csc(CCC)c2)n[nH]c1=S	0	3	-1	7	100	-3.2	-5	-2	17	-9
Cc1cccc(NC(=O)C2Cc3ccccc3CN2C(=O)OCc2ccccc2)c1C (configuration not stated)	1	5	/	2	104	-0.9	-3	-3	5	-17
CCOc1ccc(CCNC(=O)c2cc(-c3ccccc3)c(N3CCOCC3)s2)cc1OCC	6	2	-2	-11	101	-1.2	-15	-3	6	-9
Cc1ccc([N+](=O)[O-])cc1N(CC(=O)Nc1ccc(S(=O)(=O)Nc2cccc(C(F)(F)F)c2)cc1)S(C)(=O)=O	3	4	11	0	119	3.7	-3	3	-20	-6

Whole records, quoted from the list.
Cc1cccc(NC(=O)C2Cc3ccccc3CN2C(=O)OCc2ccccc2)c1C (configuration not stated) across the screens: V-ATPase pHluor: 1; HTR5A ag ctr: 5; Arrestin-AP2 inh: /; PKA-R2B act: 2; Pemphigus Ab inh: 104; OPRM1-OPRD1 ag: -0.9; PKA-R1A act: -3; DAGLB inhibitor: -3; MOR-DOR inv ag: 5; HTR5A inv ag: -17
CCCNC(=O)c1cn(CC)c2cc(N3CCN(C(=O)c4ccco4)CC3)c(F)cc2c1=O across the screens: V-ATPase pHluor: 1; HTR5A ag ctr: 1; Arrestin-AP2 inh: 30; PKA-R2B act: -5; Pemphigus Ab inh: /; OPRM1-OPRD1 ag: 0.5; PKA-R1A act: -6; DAGLB inhibitor: 3; MOR-DOR inv ag: -3; HTR5A inv ag: -15

Additional records follow:
SMILES	V-ATPase pHluor	HTR5A ag ctr	Arrestin-AP2 inh	PKA-R2B act	Pemphigus Ab inh	OPRM1-OPRD1 ag	PKA-R1A act	DAGLB inhibitor	MOR-DOR inv ag	HTR5A inv ag
CCOc1ccccc1-c1nc(-c2ccc(NC(=O)Cc3ccc(OC)cc3)cc2)no1	2	11	1	-3	105	16	-13	-4	-77	-23
COc1ccc(C(=O)NC2CC2)cc1OC1CCN(Cc2cc(C)c(C)cc2C)CC1	-2	5	-24	-8	115	-2.2	-4	0	12	-2
Cn1c(C2CCCCC2)nc2cc(N)ccc21	-3	5	-3	-2	105	0.4	1	-2	-2	-18
O=S(=O)(c1ccccc1)N1CCN(S(=O)(=O)c2ccc(F)cc2)CC1	-1	3	-2	0	101	-0.5	0	2	2	-13
COc1cc(C2C(C(=O)c3ccco3)=C(O)C(=O)N2CC2CCCO2)ccc1O (configuration not stated)	1	2	-6	-3	/	-2.0	-12	-1	13	10
CCN(CC)C(=S)Nc1ccc(OC)cc1	0	3	-15	-11	127	-1.7	-14	-1	9	11
Cc1cc(C(=O)CSC(C)c2nc3ccccc3c(=O)[nH]2)c(C)n1C (configuration not stated)	-5	0	9	0	87	-2.9	1	2	17	-10
CC(=O)c1c(C)oc2ccc(N(C(=O)c3ccncc3)S(=O)(=O)c3ccccc3)cc12	-3	2	10	-7	116	0.2	0	0	-1	-5
Cc1nnc(-c2cnn(C)c2N)n1Cc1cccc(Cl)c1	-1	2	12	3	/	-0.1	1	2	1	8
OCCN1CCN(CC(O)COc2ccc(Cl)cc2)CC1 (configuration not stated)	0	4	-30	2	102	-1.6	7	0	9	-2
CC(C)CSc1oc(-c2ccco2)nc1S(=O)(=O)c1ccccc1	-2	-1	-27	-9	98	-0.7	0	-5	4	4
CCCn1c2ccccc2c2nnc(SCC(=O)Nc3ncccn3)nc21	5	-2	3	6	85	-7.1	-9	1	32*	23
COc1cc(C=O)ccc1OCCSc1ccc(C)cc1	3	2	-14	1	104	1.0	-4	-8	-5	-1
CC(C)(C)c1csc(NC(=O)c2cccnc2Cl)n1	-4	-6	3	4	/	-0.6	-7	-6	3	14
COc1cc(NC(=O)c2ccc(-c3cccc([N+](=O)[O-])c3)o2)ccc1NC(=O)C(C)C	2	1	2	-1	/	2.5	5	4	-13	-3
C=CCNC(=O)c1c(Cl)nc(C)c([N+](=O)[O-])c1C	2	-1	2	8	106	-2.6	7	0	14	2
CC(=O)OCCc1c(C)nc2nc[nH]n2c1=O	3	-2	-1	-1	79	-2.9	-3	3	15	18
Cc1cc(C)c2c(N)c(-c3nc4ccccc4[nH]3)sc2n1	-1	-1	-9	0	96	-1.4	-2	-2	8	6
Cc1ccc2nc(N/N=C\c3ccc([N+](=O)[O-])o3)nc(-c3ccccc3)c2c1	-6	5	4	-14	106	2.4	-16	6	-10	2
C=CCn1c(NCc2ccccc2O)nc2ccccc21	-1	3	-16	-5	97	-1.1	-8	-1	5	1
CCCCCc1cc(=O)oc2c(C(CCN3CCCC(C)C3)c3cc(OC)c(OC)c(OC)c3)c(OC)cc(OC)c12 (configuration not stated)	-5	3	-5	-13	116	0.5	-14	0	-3	-7
CC(C)(CSc1nncn1N)NS(=O)(=O)c1ccc(Cl)cc1	3	-1	1	2	94	0.1	-2	-3	-1	20
CC(C)C(NC(=O)c1ccc([N+](=O)[O-])cc1Cl)C(=O)N1CCCC1 (configuration not stated)	2	-7	0	6	95	0.5	-5	-3	-3	16
NC(=O)C1(NC(=O)[C@@H]2CC3(CC(c4cccc(NC(=O)[C@@H]5CCC(=O)N5)c4)=NO3)CN2C(=O)Cc2ccc(C(F)(F)F)cc2)CC1 (some centres not stated)	6	-6	32	3	97	-0.1	-10	-3	1	9
CCOC(=O)C(=O)N(CC)C1CCS(=O)(=O)C1 (configuration not stated)	2	2	-12	8	104	-2.6	1	-2	13	-20
CC(C)(C)N(Cc1ccccc1)C(=O)COC(=O)[C@@H]1CCCN1C(=O)c1cccs1	2	-7	-4	-3	100	-0.5	0	-3	3	18
CN1/C(=C\C=C2/SC(=S)N(CC(=O)O)C2=O)C(C)(C)c2ccccc21	-1	-11	-18	-3	117	-4.2	1	-88	27	27
S=c1[nH]nc(Cc2c[nH]c3ccccc23)o1	1	1	-4	4	/	-4.6	-4	1	21	-12

Reformatted: 5 of the compounds above
Each structure is followed by: V-ATPase pHluor, HTR5A ag ctr, Arrestin-AP2 inh, PKA-R2B act, Pemphigus Ab inh, OPRM1-OPRD1 ag, PKA-R1A act, DAGLB inhibitor, MOR-DOR inv ag, HTR5A inv ag
CCOC(=O)C(=O)N(CC)C1CCS(=O)(=O)C1 (configuration not stated)
 : 2, 2, -12, 8, 104, -2.6, 1, -2, 13, -20
CC(C)(CSc1nncn1N)NS(=O)(=O)c1ccc(Cl)cc1
 : 3, -1, 1, 2, 94, 0.1, -2, -3, -1, 20
S=c1[nH]nc(Cc2c[nH]c3ccccc23)o1
 : 1, 1, -4, 4, /, -4.6, -4, 1, 21, -12
Cc1ccc2nc(N/N=C\c3ccc([N+](=O)[O-])o3)nc(-c3ccccc3)c2c1
 : -6, 5, 4, -14, 106, 2.4, -16, 6, -10, 2
C=CCNC(=O)c1c(Cl)nc(C)c([N+](=O)[O-])c1C
 : 2, -1, 2, 8, 106, -2.6, 7, 0, 14, 2

High-throughput results as filed in PubChem.

Not a hit list, and some 2.4% of all compounds hit somewhere here.
